PAFAH1B2 inh: blocks human PAF acetylhydrolase 1b catalytic subunit 2; P68402; recombinant PAFAH1B2, FP-rhodamine activity probe, fluorescence polarization; inhibition, % at 3.39 µM; 1.2% of 340,000 active; AID 492953;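 active = inhibition above the mean of all tested compounds plus 3 SD, cut at about 24% in these data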;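 also: 0% = enzyme with DMSO and 100% = wells lacking PAFAH1B2; many of its hits are not listed in these tables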
Target sequence (P68402 whole entry, looked up): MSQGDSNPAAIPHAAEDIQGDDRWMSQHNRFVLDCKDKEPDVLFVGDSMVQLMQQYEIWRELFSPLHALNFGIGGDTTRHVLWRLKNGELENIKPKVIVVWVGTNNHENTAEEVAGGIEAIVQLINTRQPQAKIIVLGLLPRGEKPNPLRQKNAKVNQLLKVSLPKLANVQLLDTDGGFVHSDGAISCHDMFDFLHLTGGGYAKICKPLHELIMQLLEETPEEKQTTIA
GSTO1 inh: blocks human GSTO1 in RBBP9 counter-screen; P78417; recombinant GSTO1, activity-based probe fluorescence polarization; inhibition, % at 5.96 µM; 1.1% of 300,000 active;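 active = inhibition above the campaign mean inhibition plus 3 SD, cut at about 35% in these data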;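 also: 0% = GSTO1-1 with DMSO and 100% = wells lacking GSTO1-1 enzyme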
LYPLA2 counter: LYPLA2 (human) inhibition in PME1 counter-screen | O95372 | recombinant LYPLA2, FP-Rh probe fluorescence polarization | inhibition, % at 5.9 µM | 0.38% of 320,000 active | AID 2177;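 active = inhibition above the screen-wide mean plus 3 SD, limit set per campaign, cut at about 26% in these data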;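 also: 0% = LYPLA2 with DMSO and 100% = wells lacking LYPLA2 enzyme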
PAFAH2 FP inh: PAFAH2 (human) inhibition | Q99487 | recombinant PAFAH2, FP-rhodamine activity probe, fluorescence polarization | inhibition, % at 3.39 µM | 0.99% of 340,000 active;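 active = inhibition above the mean over all tested compounds plus 3 SD, cut at about 30% in these data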;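 also: inhibitors block probe labeling of enzyme so polarization drops; 0% = enzyme with DMSO and 100% = wells lacking PAFAH2 protein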
PAD4 inh: PAD4 (human) enzyme inhibition | Q9UM07 | recombinant PAD4, RCA probe fluorescence polarization | inhibition, % at 6.36 µM | 0.41% of 330,000 active | AID 485272;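 active = percent inhibition above a cutoff equal to the mean of all tested compounds plus 3 SD, cut at about 15% in these data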;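 also: 0% = PAD4 with RCA probe and DMSO and 100% = probe without PAD4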
PAFAH1B3 inh: inhibitors of human PAFAH1B3 | recombinant PAFAH1B3, FP-rhodamine probe, fluorescence polarization | Q15102 | 0.28% of 340,000 active | inhibition, % at 3.39 µM;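 active = inhibition above the screen-wide average of all tested compounds plus 3 SD, cut at about 25% in these data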;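 also: 0% = enzyme with DMSO only and 100% = wells lacking PAFAH1B3 protein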
pPAFAH inh: inhibitors of human plasma PAF acetylhydrolase (pPAFAH); Q13093; recombinant pPAFAH, FP-rhodamine probe fluorescence polarization; inhibition, % at 3.39 µM; 1.5% of 330,000 active; AID 463082;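 active = inhibition above the mean inhibition across the screen plus 3 SD, cut at about 25% in these data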;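 also: inhibitors block binding of the rhodamine activity-based probe so polarization drops; 0% = enzyme with DMSO and 100% = wells lacking pPAFAH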
Target sequence (Q13093 whole entry, looked up): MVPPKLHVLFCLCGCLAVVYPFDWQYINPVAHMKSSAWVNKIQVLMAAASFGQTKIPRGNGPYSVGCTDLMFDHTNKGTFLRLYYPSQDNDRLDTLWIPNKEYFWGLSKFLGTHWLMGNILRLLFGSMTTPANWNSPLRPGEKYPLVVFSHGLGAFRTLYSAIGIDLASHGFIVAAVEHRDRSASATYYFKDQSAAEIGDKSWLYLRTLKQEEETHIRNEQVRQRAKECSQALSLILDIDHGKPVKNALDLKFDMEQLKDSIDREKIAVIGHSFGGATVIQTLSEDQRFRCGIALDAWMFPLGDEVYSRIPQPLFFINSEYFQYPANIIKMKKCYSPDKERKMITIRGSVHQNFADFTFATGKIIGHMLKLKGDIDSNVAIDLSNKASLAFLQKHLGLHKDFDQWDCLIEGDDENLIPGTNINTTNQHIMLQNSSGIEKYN
PME-1 primary: blocks human protein phosphatase methylesterase 1 | 0.53% of 320,000 active | AID 2130 | inhibition, % at 5.9 µM | Q9Y570 | recombinant PME-1, FP-Rh probe fluorescence polarization;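 active = inhibition above the campaign mean of all compounds plus 3 SD, cut at about 26% in these data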;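 also: competitive labeling of PME-1 active site by serine hydrolase directed probe; 0% = PME-1 with DMSO and 100% = wells lacking PME-1 enzyme; inhibitors block probe labeling so polarization falls and inhibition rises; many of its hits are not listed in these tables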
Target sequence (Q9Y570 whole entry, looked up): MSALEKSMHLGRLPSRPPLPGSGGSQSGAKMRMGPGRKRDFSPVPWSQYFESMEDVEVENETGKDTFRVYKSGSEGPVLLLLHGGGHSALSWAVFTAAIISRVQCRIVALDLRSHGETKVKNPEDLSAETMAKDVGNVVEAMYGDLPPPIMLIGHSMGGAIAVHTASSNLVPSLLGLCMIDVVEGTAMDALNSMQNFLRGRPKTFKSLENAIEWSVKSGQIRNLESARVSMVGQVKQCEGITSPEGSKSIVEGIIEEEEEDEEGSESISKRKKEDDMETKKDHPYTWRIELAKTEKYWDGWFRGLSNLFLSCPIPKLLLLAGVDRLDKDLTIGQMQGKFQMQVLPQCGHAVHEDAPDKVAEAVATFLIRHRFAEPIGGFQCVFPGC
LYPLA1 counter: counter-screen for PME1 inhibitors: inhibitors of human LYPLA1. O75608. inhibition, % at 5.9 µM. 0.16% of 320,000 active. recombinant LYPLA1, FP-Rh probe fluorescence polarization. AID 2174;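 active = inhibition above the mean of all tested compounds plus 3 SD, set per campaign, cut at about 14% in these data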;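 also: inhibitors block serine hydrolase probe labeling of LYPLA1 so polarization falls; 0% = enzyme with DMSO and 100% = wells lacking LYPLA1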
* hit, by the source's call; x = no result given; & = joins results of further samples. Some of the compounds tested (hit frequency here may not be typical).

(1) CCOc1cc(C(=O)NCCOC)ccc1OC
(2) O=S(=O)(Nc1ccc(Cl)cc1)c1cccc2nsnc12
(3) COc1cccc(N(CC(=O)NCCSc2ccccn2)S(=O)(=O)c2ccccc2)c1
(4) N#CCN1CCN(CC(=O)Nc2cccc3ccccc23)CC1
(5) NNC(=O)c1csc(COc2cc(Cl)cc(Cl)c2)n1
(6) CC(C)(C)NC(=O)CSC(=Nc1ccccc1F)NC#N
(7) Cn1c(=O)[nH]c(=O)c2c1nc(N1CCN(CCO)CC1)n2CCSc1nc2ccccc2s1
(8) CCOc1cccc(NC(=O)CSc2nc(C)c3c(c2C#N)CCCC3)c1

Screen / compound no.,1,2,3,4,5,6,7,8
PAFAH1B2 inh,0,7,1,0,x,8,3,5
GSTO1 inh,1,5,-1,0,0,9,1,11
LYPLA2 counter,-1,1,-4,5,-10,4,-4,-3
PAFAH2 FP inh,-4,3,-10,-15,x,0,4,-8
PAD4 inh,-5,2,-3,2,-2,0,-8,-5
PAFAH1B3 inh,5,5,5,-1,x,2,-12,4
pPAFAH inh,4,7,-1,4,2,14,0,-5
PME-1 primary,0,-2,-10,2,-6,-1,-2,-11
LYPLA1 counter,-1,-1,-1,1,-5,4,0,1

(9) Cc1nn(CC(=O)Nc2ccc3c(c2)oc2ccccc23)c(=O)c2ccccc12
(10) CCOc1ccc(NC(=O)NNC(=O)c2cc3ccccc3cc2O)cc1
(11) COc1ccc(Cl)cc1NC(=O)CN(C)C(=O)Cn1cnnn1
(12) CC(=O)Nc1nnc(-c2ccccn2)o1
(13) O=C(C1=C(O)C(=O)N(CCCN2CCOCC2)C1c1ccc(Cl)cc1)c1cc2ccccc2o1 (configuration not stated)
(14) CC12CN(C(=O)c3ccc(Cl)cc3)C3(C#N)CC1CCC23C (configuration not stated)
(15) O=C1/C(=C/c2ccsc2)N2CCC1CC2
(16) O=C(COC(=O)c1ccc2c(=O)n3c(nc2c1)CCC3)Nc1ccccc1F

Screen / compound no.,9,10,11,12,13,14,15,16
PAFAH1B2 inh,-7,11,5,5,x,5,4,0
GSTO1 inh,2,-3,x,3,-6,-3,-10,6
LYPLA2 counter,1,-3,x,-1,-5,-2,4,4
PAFAH2 FP inh,-6,5,1,-6,x,-1,-4,0
PAD4 inh,-7,-1,3,-2,-2,1,2,0
PAFAH1B3 inh,-22,25,5,6,x,5,5,1
pPAFAH inh,3,24,-3,-2,-5,2,-5,-7
PME-1 primary,-5,1,x,-1,-1,6,-1,4
LYPLA1 counter,0,-6,x,0,1,1,-1,0

(17) O=[N+]([O-])c1cccc(-c2nnc3c4ccccc4c4ccccc4n23)c1
(18) CCOC(=O)c1ccc2c(c1)NC(=O)C(N1CCN(c3ccc(OC)cc3)CC1)S2 (configuration not stated)
(19) CCCOC(=O)/C(=C\c1ccc([N+](=O)[O-])o1)NC(=O)c1ccccc1
(20) COCCNC(=O)c1c(CSc2ccccc2)noc1C(=O)NCc1ccccc1
(21) O=C(CSc1nnnn1-c1ccccc1Cl)Nc1ccc2c(c1)OCCO2
(22) O=[N+]([O-])c1ccc(C(O)CSC(=S)N2CCCCC2)cc1 (configuration not stated)
(23) CCOc1cc(N2CCOCC2)c(OCC)cc1NC(=O)COC(=O)c1c(CC)noc1C
(24) Cc1ccc(Cn2c(=N)c(C(=O)NCC3CCCO3)cc3c(=O)n4cccc(C)c4nc32)cc1 (configuration not stated)

Screen / compound no.,17,18,19,20,21,22,23,24
PAFAH1B2 inh,0,0,4,4,2,5,8,3
GSTO1 inh,4,0,-1,8,-2,3,x,-6
LYPLA2 counter,10,-3,-8,-3,-7,6,x,4
PAFAH2 FP inh,0,3,-1,1,11,0,7,-2
PAD4 inh,-3,4,-6,0,1,2,0,-1
PAFAH1B3 inh,2,6,9,-2,0,2,5,3
pPAFAH inh,2,5,0,-1,3,0,-10,5
PME-1 primary,-3,-4,-5,-2,0,3,x,-4
LYPLA1 counter,0,0,2,-2,2,0,x,0

Three records picked at random from the list so far:
(22) O=[N+]([O-])c1ccc(C(O)CSC(=S)N2CCCCC2)cc1 (configuration not stated)
(21) O=C(CSc1nnnn1-c1ccccc1Cl)Nc1ccc2c(c1)OCCO2
(19) CCCOC(=O)/C(=C\c1ccc([N+](=O)[O-])o1)NC(=O)c1ccccc1

Screen / compound no.,22,21,19
PAFAH1B2 inh,5,2,4
GSTO1 inh,3,-2,-1
LYPLA2 counter,6,-7,-8
PAFAH2 FP inh,0,11,-1
PAD4 inh,2,1,-6
PAFAH1B3 inh,2,0,9
pPAFAH inh,0,3,0
PME-1 primary,3,0,-5
LYPLA1 counter,0,2,2

(listing goes on)
(25) C[C@]12C[C@H](O)[C@H]3[C@@H](CCC4=CC(=O)CC[C@@]43C)[C@@H]1CC[C@@H]2C(=O)CO
(26) CCCn1nc2cc(C(=O)N(CC)c3ccc(OC)cc3)ccc2c1OCC
(27) O=C(/C=C/c1ccco1)Nc1ccc2nc3n(c(=O)c2c1)CCCC3
(28) O=C(Nc1ccc(C(F)(F)F)cc1)c1ccccc1-n1cnnn1
(29) O=C(COc1ccc(Nc2ccccc2)cc1)OCC(=O)N1CCCCC1
(30) [O-]/[N+](=C/c1ccc(F)cc1)c1ccccc1
(31) COC(=O)C1=C(C)OC(N)=C(C#N)C1c1cc2cc(C)ccc2nc1Cl (configuration not stated)
(32) CN(CC(=O)NC1CCCCCC1)S(=O)(=O)c1ccc2c(c1)n(C)c(=O)c(=O)n2C

Screen / compound no.,25,26,27,28,29,30,31,32
PAFAH1B2 inh,1,-4,0,0,2,10,3,4
GSTO1 inh,3,0,-1,x,-3,9,3,2
LYPLA2 counter,11,2,2,1,4,-3,-4,12
PAFAH2 FP inh,3,-5,0,-4,3,-3,3,10
PAD4 inh,0,-1,-6,-6,-6,1,-6,-7
PAFAH1B3 inh,-5,-3,0,4,7,-2,3,-6
pPAFAH inh,1,2,-4,3,17,4,5,2
PME-1 primary,9,5,4,-1,-1,-1,-3,10
LYPLA1 counter,6,1,-7,1,3,-1,-1,0

(33) Cn1nnnc1SCCNC/C=C/c1ccccc1
(34) CCOCCCNC(=O)C(c1ccccc1)N(Cc1cccs1)C(=O)c1ccccc1O (configuration not stated)
(35) Cc1ccc(N2C(=O)c3cccc4c(Oc5ccccc5[N+](=O)[O-])ccc(c34)C2=O)c(C)c1
(36) COc1ccc(NC(=O)[C@H](NC(=O)[C@@H]2Cc3ccccc3CN2)c2ccccc2)cc1
(37) Cc1ccc(-c2noc(CCC(=O)NCCCN3CCN(c4ccc(F)cc4)CC3)n2)cc1
(38) CCOc1ccc(N(CC(=O)NC2CCCC2)C(=O)CCC(=O)Nc2ccccn2)cc1
(39) CCOc1cc(/C=N/n2c(C)nc3sc(C)c(C)c3c2=O)ccc1O
(40) c1ccc(OCCSc2nnnn2-c2ccccc2)cc1

Screen / compound no.,33,34,35,36,37,38,39,40
PAFAH1B2 inh,2,7,0,1,2,4,2,-8
GSTO1 inh,3,-12,2,0,8,1,1,-1
LYPLA2 counter,0,0,1,-1,1,5,2,13
PAFAH2 FP inh,2,-1,-6,9,-2,-2,3,2
PAD4 inh,-3,-1,0,0,5,0,-2,-4
PAFAH1B3 inh,4,4,0,12,4,5,6,6
pPAFAH inh,-3,0,5,4,-3,5,0,2
PME-1 primary,3,-2,-1,-4,-5,4,0,-3
LYPLA1 counter,4,1,-1,2,-3,3,-1,0

(41) O=C(c1cc(COc2ccc(F)c(F)c2)on1)N1CCOCC1
(42) Nc1ccccc1SCC(=O)Nc1nccs1
(43) CCN(C(=O)Cn1c(=O)n2nc(CCn3nc(C)cc3C)nc2c2ccccc21)c1cccc(C)c1
(44) CCn1cc(C(=O)OCC(=O)Nc2ccccc2OC(F)F)c(=O)c2ccc(C)nc21
(45) C=CCn1c(COc2ccc(CC)cc2)nnc1SC/C(O)=C(\C#N)c1nc2ccccc2[nH]1
(46) CCN1CCN(C(=S)NCCOC)CC1
(47) COC(=O)[C@@H]1C[C@@]2(O)[C@H](O)[C@H](O)[C@H](O)C[C@H]2N1Cc1ccc(C(F)(F)F)cc1
(48) CCOC(=O)CNC(=O)Cn1c(C)cc2ccccc2c1=O

Screen / compound no.,41,42,43,44,45,46,47,48
PAFAH1B2 inh,0,10,6,-3,12,2,1,6
GSTO1 inh,-5,-4,7,x,8,-2,-4,0
LYPLA2 counter,4,2,-6,x,-1,0,-13,1
PAFAH2 FP inh,-8,5,-1,22,15,5,11,-3
PAD4 inh,2,1,1,1,-4,-2,2,-3
PAFAH1B3 inh,0,12,2,3,0,14,2,7
pPAFAH inh,1,-2,1,7,18,-1,-5,1
PME-1 primary,5,3,1,x,14,9,-1,2
LYPLA1 counter,6,-3,-3,x,-6,-3,-3,0

Look-ups from the list.
`CCn1cc(C(=O)OCC(=O)Nc2ccccc2OC(F)F)c(=O)c2ccc(C)nc21` – PAFAH1B2 inh = -3
`Nc1ccccc1SCC(=O)Nc1nccs1` – LYPLA2 counter = 2
`O=C(c1cc(COc2ccc(F)c(F)c2)on1)N1CCOCC1` – LYPLA1 counter = 6
`CCN1CCN(C(=S)NCCOC)CC1` – PAFAH1B3 inh = 14
`CCOC(=O)CNC(=O)Cn1c(C)cc2ccccc2c1=O` – pPAFAH inh = 1

Next section.
(49) Cc1ccc(N2C(=O)C3C4C=CC(CC4)C3C2=O)cc1[N+](=O)[O-] (configuration not stated)
(50) Cc1cc(Sc2nnc(/N=C/N(C)C)s2)c2ccccc2n1
(51) O=C(COC(=O)c1ccc(S(=O)(=O)NCc2ccco2)cc1)Nc1ncc(Cl)cc1Cl
(52) O=C1NC2=C(C(=O)CCC2)C(c2ccccc2Cl)N1 (configuration not stated)
(53) C/C(N)=C(/C#N)C(=O)COC(=O)COc1ccc(Cl)cc1
(54) Cc1ccccc1N=Nc1c(C)[nH]n(C(N)=S)c1=O
(55) S=C(NCc1ccccc1)N1CCN(c2cccc(Cl)c2)CC1
(56) COC(=O)c1ccc(OC(=O)c2ccc(OC)cc2)c(OC)c1

Screen / compound no.,49,50,51,52,53,54,55,56
PAFAH1B2 inh,3,x,2,-4,9&8,-2,-2,5
GSTO1 inh,6,-15,-4,1,2,-4,7,6
LYPLA2 counter,6,1,-2,-5,8,3,3,1
PAFAH2 FP inh,1,x,16,-13,6&-8,-3,-6,5
PAD4 inh,-4,3,-3,-2,-2,-1,0,0
PAFAH1B3 inh,5,x,2,-7,4&1,10,-1,2
pPAFAH inh,1,0,25*,2,3,8,4,4
PME-1 primary,4,-16,1,7,4,-3,-4,6
LYPLA1 counter,3,-6,-1,0,1,-2,0,-2

(57) Cn1c(=O)c2c(SCC(=O)Nc3ccccc3F)nc(-c3ccccc3F)nc2n(C)c1=O
(58) CC(C)(C)c1ccc(OCCC(=O)OCC(=O)NCc2ccccc2)cc1
(59) COc1ccc(C(=O)Nc2ccc(NC(=O)c3cccs3)cc2)cc1[N+](=O)[O-]
(60) CCN(CC)CCN(Cc1cc2cc3c(cc2[nH]c1=O)OCO3)C(=S)NCC(C)C
(61) Cc1cccc2cncc(OCc3nnc(SC(F)F)n3C)c12
(62) COC(=O)C1CCN(c2ccc(Cl)nn2)CC1

Screen / compound no.,57,58,59,60,61,62
PAFAH1B2 inh,6,7,-2,0,x,0
GSTO1 inh,-4,5,-4,2,-2,0
LYPLA2 counter,2,0,-9,4,6,-3
PAFAH2 FP inh,0,0,-1,0,x,4
PAD4 inh,5,1,-3,1,-1,3
PAFAH1B3 inh,1,-1,4,1,x,2
pPAFAH inh,-3,26*,5,4,2,2
PME-1 primary,-6,5,-10,2,2,3
LYPLA1 counter,3,0,-3,2,3,0

Source: PubChem BioAssay
